PV pol inh: poliovirus RdRp elongation inhibitors, primary screen, biochemical, fluorescence polarization, total intensity | Genome polyprotein (Poliovirus type 1 (strain Mahoney)), P03300 | poliovirus polymerase elongation; hits give low values | % elongation, % (compound at 16.7 µg/mL) | 150,000 compounds, 0.66% hits; in the data active means % elongation below about 90%; further: some results filed as inactive read as strong as hits
Target sequence (P03300 1749-2209 limits assumed): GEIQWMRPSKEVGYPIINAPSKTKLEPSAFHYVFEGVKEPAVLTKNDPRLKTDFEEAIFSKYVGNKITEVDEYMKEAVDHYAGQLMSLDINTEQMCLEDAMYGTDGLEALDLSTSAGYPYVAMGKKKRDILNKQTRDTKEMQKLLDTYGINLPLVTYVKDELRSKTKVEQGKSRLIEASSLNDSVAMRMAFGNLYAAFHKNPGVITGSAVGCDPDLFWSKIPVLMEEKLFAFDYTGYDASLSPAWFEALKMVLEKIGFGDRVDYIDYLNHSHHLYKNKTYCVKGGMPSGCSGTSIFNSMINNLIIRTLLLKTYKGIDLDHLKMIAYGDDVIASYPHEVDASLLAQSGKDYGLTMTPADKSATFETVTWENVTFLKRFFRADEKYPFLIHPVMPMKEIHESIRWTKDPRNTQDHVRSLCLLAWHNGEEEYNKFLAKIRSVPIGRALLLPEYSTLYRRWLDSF
PV pol inh FP z-score: recorded beside PV pol inh, whose call it bears; z-score; measured here: FP z-score; hits read low
The depositor's hits bear a star; & = joins results of further samples.

Sample of the layout, five compounds:
For N#CC1=C(N)SC(N)=C(C#N)C1c1cc2c(cc1Cl)OCO2 the results were PV pol inh 76 and PV pol inh FP z-score -9.5.
Cc1ccc(OCc2n[nH]c(=S)n2-c2ccccc2)cc1C was read as PV pol inh 105 and PV pol inh FP z-score 0.2.
O=C(Nc1cccnc1)OCCN1CCOC1=O was read as PV pol inh 103 and PV pol inh FP z-score 0.6.
CCOC(=O)c1c(NC(C)=O)c2c3c(sc2n1Cc1cccc(Cl)c1)CCCC3 was read as PV pol inh 111 and PV pol inh FP z-score 0.1.
Screening Cc1cc(C)n2nc(Cc3ccccc3)nc2n1 returned PV pol inh 100 and PV pol inh FP z-score -0.3.

The whole of this part, from the start:
For N#CC1=C(N)SC(N)=C(C#N)C1c1cc2c(cc1Cl)OCO2 the results were PV pol inh 76 and PV pol inh FP z-score -9.5.
Cc1ccc(OCc2n[nH]c(=S)n2-c2ccccc2)cc1C was read as PV pol inh 105 and PV pol inh FP z-score 0.2.
O=C(Nc1cccnc1)OCCN1CCOC1=O was read as PV pol inh 103 and PV pol inh FP z-score 0.6.
CCOC(=O)c1c(NC(C)=O)c2c3c(sc2n1Cc1cccc(Cl)c1)CCCC3 was read as PV pol inh 111 and PV pol inh FP z-score 0.1.
Screening Cc1cc(C)n2nc(Cc3ccccc3)nc2n1 returned PV pol inh 100 and PV pol inh FP z-score -0.3.
For CC(=O)N1CCN(C(=O)CCc2nc3ccccc3c(=O)[nH]2)CC1 the results were PV pol inh 100 and PV pol inh FP z-score -0.2.
`C=CCN1CC(O)=C(c2nc3ccccc3[nH]2)C1=N` gave PV pol inh 105 and PV pol inh FP z-score 1.
Screening O=C(Nc1nnc(-c2ccc3c(c2)CCCC3)o1)C1CC1 returned PV pol inh 101 and PV pol inh FP z-score 0.1.
For COc1ccc(S(=O)(=O)N(CC(=O)Nc2cc(C)ccc2OC)Cc2ccccc2)cc1 the results were PV pol inh 107 and PV pol inh FP z-score 0.4.
For O=C1COc2ccc(C(=O)COC(=O)COc3ccc4c(c3)CCC4)cc2N1 the results were PV pol inh 95 and PV pol inh FP z-score -0.8.
Screening COC(=O)C1CCN(C(=O)Nc2ccccc2)CC1 returned PV pol inh 101 and PV pol inh FP z-score 0.2.
`COc1ccccc1NC(=O)Cn1cc(C(=O)c2ccncc2)c(=O)c2cc(C)ccc21` gave PV pol inh 99 and PV pol inh FP z-score -1.9.
Screening CSCCC(C(=O)NC1=NCCS1)N1C(=O)c2ccccc2C1=O (stereo not given) returned PV pol inh 105 and PV pol inh FP z-score 0.6.
For CCOc1ccc(CCNC(=O)c2cc(C)[nH]n2)cc1OCC the results were PV pol inh 101 and PV pol inh FP z-score -0.6.
`Cc1cccc(C(=O)NC2(C(F)(F)F)N=C(c3ccccc3)N(C3CCCCC3)C2=O)c1` (stereo not given) gave PV pol inh 109 and PV pol inh FP z-score 1.
Cc1ccc(Cl)cc1N1CCN(C(=O)CN2C(=O)COc3ccc(S(=O)(=O)N4CCC(C)CC4)cc32)CC1 was read as PV pol inh 101 and PV pol inh FP z-score -1.2.
Screening CC(C)CCNC(=O)C1CC(=O)N(c2ccccc2)C1 (stereo not given) returned PV pol inh 101 and PV pol inh FP z-score -0.2.
`CCCCC1NC(=S)N(C2CCCCC2)C1=O` (stereo not given) gave PV pol inh 103 and PV pol inh FP z-score 0.2.
Screening O=C(CSc1ccc2c(c1)CCC2)N1CCNC1=O returned PV pol inh 102 and PV pol inh FP z-score 0.
Screening CCN(c1ccccc1)S(=O)(=O)c1cc(C(=O)N2CCCN(C)CC2)ccc1C returned PV pol inh 100 and PV pol inh FP z-score -0.3.
CC(C)(C)OC(=O)N1CCCN(C(=O)Nc2ccc(F)cc2F)CC1 was read as PV pol inh 99 and PV pol inh FP z-score -1.
For COc1ccc(Cc2nnc(SC(C)C(=O)Nc3ccc4c(c3)OCO4)n2C)cc1 (stereo not given) the results were PV pol inh 101 and PV pol inh FP z-score -0.2.
CCc1ccc(C2c3c(-c4ccccc4O)n[nH]c3C(=O)N2Cc2ccncc2)cc1 (stereo not given) was read as PV pol inh 104 and PV pol inh FP z-score -0.6.
For Cc1nc2ccccc2c2oc(C(=O)NC3CCCC3)cc12 the results were PV pol inh 102 and PV pol inh FP z-score 0.2.
`Cc1ccc(S(=O)(=O)N2CCN(C(=O)COC(=O)/C=C/c3ccc(C)o3)CC2)c(C)c1` gave PV pol inh 101 and PV pol inh FP z-score -0.1.
Screening CC1=NN(c2cccc(C(=O)O)c2)C(=O)/C1=C/c1ccc(-c2cccc(Cl)c2C)o1 returned PV pol inh 90* and PV pol inh FP z-score -2.4*.
Cc1ccc(NC(=O)CCN2C(=O)c3ccccc3Sc3ncccc32)cc1 was read as PV pol inh 109 and PV pol inh FP z-score 0.4.
For CN(C)S(=O)(=O)c1ccc(C(=O)NC2CCCc3ccccc32)cc1 (stereo not given) the results were PV pol inh 102 and PV pol inh FP z-score 0.1.
CC(C)(C)N/N=C/c1cccc(OC(F)F)c1 was read as PV pol inh 90 and PV pol inh FP z-score -0.8.
Screening Cc1noc(C)c1CSc1nc2ccccc2c(=O)n1Cc1ccccc1Cl returned PV pol inh 105 and PV pol inh FP z-score 0.
Screening Cn1cnnc1SC1CCCCC1NS(=O)(=O)c1ccc(Cl)cc1 (stereo not given) returned PV pol inh 100 and PV pol inh FP z-score 0.
Screening O=C(CCc1nnc2ccc(NCc3ccccc3)nn12)NC1CCCC1 returned PV pol inh 99 and PV pol inh FP z-score -1.1.
OCCN(CCO)Cc1ccccc1 was read as PV pol inh 100 and PV pol inh FP z-score -0.3.
Cc1cccc(CCNC(=O)C2CCN(S(=O)(=O)c3cccc4cccnc34)CC2)c1 was read as PV pol inh 103 and PV pol inh FP z-score 0.7.
`CCC(CC)C(=O)N1c2ccccc2C(C)(c2ccccc2)CC1(C)C` (stereo not given) gave PV pol inh 107 and PV pol inh FP z-score 0.3.
CCCCn1c(=O)c2ccccc2n2c(=S)sc(-c3ccccc3)c12 was read as PV pol inh 102 and PV pol inh FP z-score -0.2.
CCCn1c2ccccc2c2cnn(CC(=O)NCCN(C)C3CCCCC3)c(=O)c21 was read as PV pol inh 104 and PV pol inh FP z-score 0.9.
`O=C(NC1CCCC1)c1ccccc1OCc1ccccc1` gave PV pol inh 102 and PV pol inh FP z-score 0.2.
For Cc1cc2cc3c(C)cc(=O)oc3c(C)c2o1 the results were PV pol inh 101&101 and PV pol inh FP z-score 0.1&0.2.
For COc1cccc(OC)c1OCCNCc1ccco1 the results were PV pol inh 104 and PV pol inh FP z-score 0.2.
O=C1N=C(c2ccccc2)S/C1=C\c1ccc2c(c1)OCO2 was read as PV pol inh 102 and PV pol inh FP z-score 0.
Screening CC1CC(=O)c2cnc(N3CCc4ccccc43)nc2C1 (stereo not given) returned PV pol inh 103 and PV pol inh FP z-score 0.2.
Screening CNC(=O)Cc1ccc(NC(=O)N2CCCCc3ccccc32)cc1 returned PV pol inh 100 and PV pol inh FP z-score -0.3.
`O=C(NCc1ccco1)c1c(NC(=O)C2COc3ccccc3O2)sc2c1CCC2` (stereo not given) gave PV pol inh 105 and PV pol inh FP z-score 0.2.
Screening CC(Sc1nnc2c(n1)[nH]c1ccccc12)C(=O)NC1CC1 (stereo not given) returned PV pol inh 102 and PV pol inh FP z-score -0.1.
`CC1(C)CC(=O)C2=C(C1)Nc1ccc3ccccc3c1C2c1ccco1` (stereo not given) gave PV pol inh 99 and PV pol inh FP z-score -0.7.
`CCOc1ccccc1NC(=O)c1c(NCc2ccc(OC)c(OC)c2OC)sc2c1CCC(C)C2` (stereo not given) gave PV pol inh 107 and PV pol inh FP z-score 0.5.
`CC12CN3CC(C)(CN(C1)C3C1C(=O)Nc3ccccc31)C2` (stereo not given) gave PV pol inh 101 and PV pol inh FP z-score 0.1.
Screening CCOc1ccc(CNC(=O)CCc2c(C)nn(-c3ccc(N4CCOCC4)nn3)c2C)cc1 returned PV pol inh 108 and PV pol inh FP z-score 0.4.
O=C(CSc1nncn2c1cc1sccc12)Nc1ccccc1C(F)(F)F was read as PV pol inh 103 and PV pol inh FP z-score -0.8.
Screening COc1cccc(-c2cc(C(=O)N3CCN(c4ccccc4OC)CC3)no2)c1 returned PV pol inh 104 and PV pol inh FP z-score 0.2.
`COc1ccccc1CNC(=O)c1ccc(N2Cc3cccc(OC)c3Oc3ncccc32)s1` gave PV pol inh 109 and PV pol inh FP z-score 0.5.
`CCOC(=O)c1c(NC(=S)NCc2cc(C)n(C)n2)sc2c1CCCC2` gave PV pol inh 101 and PV pol inh FP z-score 0.1.
`Cc1nc2nc(-c3ccc(Cl)cc3)[nH]n2c(=O)c1C` gave PV pol inh 104 and PV pol inh FP z-score 0.3.
For CCC(C)n1c(=S)[nH]c2ccccc2c1=O (stereo not given) the results were PV pol inh 99 and PV pol inh FP z-score -0.2.
For O=C(NCCc1ccccc1)C(F)(F)C(F)F the results were PV pol inh 99 and PV pol inh FP z-score -0.1.
`CCOC(=O)c1cccc(NC(=O)c2oc3c(c2C)-c2[nH]ncc2CC3)c1` gave PV pol inh 101 and PV pol inh FP z-score -1.3.
Screening O=C1NCCN/C1=C\C(=O)c1ccccc1 returned PV pol inh 98 and PV pol inh FP z-score -0.3.
Screening CCOC(=O)c1cc(C)n(CC2CCC(C(=O)Nc3cc(OC)cc(OC)c3)CC2)c1C (stereo not given) returned PV pol inh 114 and PV pol inh FP z-score 1.2.
For CCCCN1CN=C(Nc2nc3ccccc3o2)NC1 the results were PV pol inh 100 and PV pol inh FP z-score -0.1.
Screening CC(C)c1cc(C(=O)Nc2ccc3c(c2)OCCCO3)c2cnn(C(C)C)c2n1 returned PV pol inh 98 and PV pol inh FP z-score -0.5.
COC(=O)CN(C)c1nnc(N)s1 was read as PV pol inh 91 and PV pol inh FP z-score -6.6.
Cc1cc(C(N)=O)c(C)n1-c1ccc(Br)cc1 was read as PV pol inh 102 and PV pol inh FP z-score 0.
For Cn1c(Sc2cnccn2)nnc1-c1ccc(F)cc1 the results were PV pol inh 100 and PV pol inh FP z-score 0.
N#CCSc1nnc(Cc2cccs2)n1C1CCCCC1 was read as PV pol inh 106 and PV pol inh FP z-score 0.6.
For O=C(COc1ccccc1)Nc1ccc2c(c1)nc1n2CCN(Cc2ccccc2)C1 the results were PV pol inh 101 and PV pol inh FP z-score 0.3.
For CCC(=O)Nc1ccc(C(=O)N2CCN(c3ccccc3)CC2)cc1 the results were PV pol inh 100 and PV pol inh FP z-score -0.5.
`Cc1cc(C)cc(OCCSc2nccn2C)c1` gave PV pol inh 100 and PV pol inh FP z-score -0.2.
Screening CNS(=O)(=O)c1cccc(C(=O)OCc2cc(=O)oc3c(C)c(O)ccc23)c1 returned PV pol inh 109 and PV pol inh FP z-score 0.7.
COc1ccc2oc(=O)c(-c3nc4ccc(C)cc4[nH]3)cc2c1 was read as PV pol inh 119 and PV pol inh FP z-score 2.2.
For c1ccc(C2CCCC(c3ccccc3)S2)cc1 (stereo not given) the results were PV pol inh 100 and PV pol inh FP z-score -0.1.
Cc1nnc(SCc2nc(-c3ccsc3)no2)n1C1CC1 was read as PV pol inh 103 and PV pol inh FP z-score 0.2.
O=C(NCCO)c1sc2cc(F)ccc2c1Cl was read as PV pol inh 102 and PV pol inh FP z-score -0.1.
For Cc1nc(N2CCCC2)c2c(C(=O)N3CCN(c4ccc(F)cc4)CC3)c(C)oc2n1 the results were PV pol inh 109 and PV pol inh FP z-score 0.2.
For CCN(Cc1ccccc1)C(=O)C1CCN(Cc2ccc(OC)cc2)CC1 the results were PV pol inh 105 and PV pol inh FP z-score 0.2.
CCN(CC)c1ccc(/C=N/O)cc1 was read as PV pol inh 100 and PV pol inh FP z-score -0.8.
Screening COc1ccc(-c2noc(CCC(=O)Nc3ccccc3Cl)n2)cc1OC returned PV pol inh 101 and PV pol inh FP z-score -1.4.
Screening CC(C)c1ccc(NC(=O)CSc2nccn2C)cc1 returned PV pol inh 100 and PV pol inh FP z-score -0.4.
Screening C=CCn1c(CSCc2ccc(F)cc2)n[nH]c1=S returned PV pol inh 97 and PV pol inh FP z-score -1.7.
CCS(=O)(=O)c1ccc2oc(SCC(=O)Nc3ccc4c(c3)OCCO4)nc2c1 was read as PV pol inh 103 and PV pol inh FP z-score 0.2.
Screening O=c1c2ccccc2nc(-c2ccccc2)n1CCCn1ccnc1 returned PV pol inh 100 and PV pol inh FP z-score -0.3.
Screening COC(CNC(=O)c1cc(-c2ccccc2)nc2ccccc12)OC returned PV pol inh 105 and PV pol inh FP z-score 1.3.
CCOc1ccc(NC(=S)NC(Cc2ccccc2)c2ccccc2)cc1 (stereo not given) was read as PV pol inh 105 and PV pol inh FP z-score 0.4.
For Cc1cccc(NC(=S)Nc2ccccn2)c1 the results were PV pol inh 102 and PV pol inh FP z-score -0.1.

Not a retest: an excerpt of the list.
CCS(=O)(=O)c1ccc2oc(SCC(=O)Nc3ccc4c(c3)OCCO4)nc2c1 was read as PV pol inh 103 and PV pol inh FP z-score 0.2.
Screening O=c1c2ccccc2nc(-c2ccccc2)n1CCCn1ccnc1 returned PV pol inh 100 and PV pol inh FP z-score -0.3.
Screening COC(CNC(=O)c1cc(-c2ccccc2)nc2ccccc12)OC returned PV pol inh 105 and PV pol inh FP z-score 1.3.
CCOc1ccc(NC(=S)NC(Cc2ccccc2)c2ccccc2)cc1 (stereo not given) was read as PV pol inh 105 and PV pol inh FP z-score 0.4.
For Cc1cccc(NC(=S)Nc2ccccn2)c1 the results were PV pol inh 102 and PV pol inh FP z-score -0.1.

In the list so far, these have a CF3 group:
`Cc1cccc(C(=O)NC2(C(F)(F)F)N=C(c3ccccc3)N(C3CCCCC3)C2=O)c1` (stereo not given) gave PV pol inh 109 and PV pol inh FP z-score 1.
O=C(CSc1nncn2c1cc1sccc12)Nc1ccccc1C(F)(F)F was read as PV pol inh 103 and PV pol inh FP z-score -0.8.

(further entries)
For CN1CCCC(OC(=O)c2cncc(Br)c2)C1 (stereo not given) the results were PV pol inh 103 and PV pol inh FP z-score 0.3.
For O=C(OCc1cccc(Br)c1)C1=COCCO1 the results were PV pol inh 101 and PV pol inh FP z-score 0.
`N#CC1(NC(=O)CN2CCN(c3ccc(C(F)(F)F)cn3)CC2)CCCC1` gave PV pol inh 105 and PV pol inh FP z-score 0.7.
Screening Cn1ccc2cc(S(=O)(=O)N3CCN(C(=O)Nc4ccccc4F)CC3)ccc21 returned PV pol inh 104 and PV pol inh FP z-score -0.6.

This is a subset. The share of hits here may be higher or lower than overall.
